# mHtt clearance: clearance of mutant huntingtin inclusions, primary screen, imaging, HeLa Exon1htt(103Q)mCFP, confocal imaging | aggregate imaging; zero = plate's median compound well | AID 853, 2007 | inhibition, % at 1.5 µM | 47,000 compounds, 0.42% hits;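 active = inhibition of aggregate fluorescence above about 70%, also judged a hit by eye on the cell image, limit read from the data, passing the limit was not always enough; inconclusive = no rule stated for this call; inactive = not judged a hit on image review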;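 also: cells exposed to compound for three days before fixation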
# mHtt clearance grain fraction: further read-out of mHtt clearance, marked with its call; fraction fluorescence in grains; measured here: aggregate grain fluorescence fraction; active compounds read low;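 scaled fraction of total cell fluorescence in grains with unit not stated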
# * marks the source's active call; other numbers are inactive results; ? = inconclusive; . = not tested or not shown. A portion of the library. The share of hits here may be higher or lower than overall.
1) Cc1cccc(N2C(=O)CC(N3CCN(c4cccc(C(F)(F)F)c4)CC3)C2=O)c1 (stereo unspecified)
2) O=c1[nH]c2ccc(S(=O)(=O)N3CCN(C4CCCCC4)CC3)cc2[nH]c1=O
3) Cc1ccc(-c2nnc(N3CCCCC3)c3ccccc23)cc1S(=O)(=O)N(C)C
4) O=C(NCc1ccco1)C1c2ccccc2Oc2ccccc21
5) CCS(=O)(=O)c1nc2ccccc2n1CC(=O)N1CCCCC1
6) O=C(Nc1cccc(Cl)c1)c1ccc(NCCCN2CCOCC2)c([N+](=O)[O-])c1
7) COc1ccc2[nH]cc(C(=O)CN3CCN(C(=O)c4ccco4)CC3)c2c1
8) COc1ccc(-n2c(SCC(N)=O)nnc2-c2ccccc2F)cc1

Compound	1	2	3	4	5	6	7	8
mHtt clearance	-17	44	-50	-6	-9	-31	20	36
mHtt clearance grain fraction	23	11	45	42	23	40	17	12

# An excerpt from above in order of their number in mHtt clearance grain fraction, smallest number first:
7) COc1ccc2[nH]cc(C(=O)CN3CCN(C(=O)c4ccco4)CC3)c2c1
1) Cc1cccc(N2C(=O)CC(N3CCN(c4cccc(C(F)(F)F)c4)CC3)C2=O)c1 (stereo unspecified)
3) Cc1ccc(-c2nnc(N3CCCCC3)c3ccccc23)cc1S(=O)(=O)N(C)C

Compound	7	1	3
mHtt clearance	20	-17	-50
mHtt clearance grain fraction	17	23	45

# Other results follow:
9) Cc1ccc(C(C(=O)NC2CCCCC2)N(Cc2ccco2)C(=O)Cn2cnc3ccccc32)cc1 (stereo unspecified)
10) Cc1cnnc2c1-c1nonc1CC2
11) CC(=O)Nc1nc2n(n1)C(c1ccccc1)C=C(c1ccccc1)N2 (stereo unspecified)
12) CCOc1ccccc1C(=O)Nc1nccs1
13) CCOc1cc(C(=O)O)cc(Cl)c1OC
14) COC(=O)c1ccc(OC(=O)C2CC(=O)N(c3ccc(C)cc3C)C2)cc1 (stereo unspecified)
15) CCOC(=O)c1cccnc1SC(CC)C(=O)N1CCOCC1 (stereo unspecified)
16) CC(NC(=O)CN1CCC(C(N)=O)CC1)c1ccccc1 (stereo unspecified)

Compound	9	10	11	12	13	14	15	16
mHtt clearance	4	20	16	9	-50	29	-8	42
mHtt clearance grain fraction	19	16	34	20	27	14	40	11

17) CCn1cc(-c2cc(C(F)(F)F)n3nc(C(=O)O)cc3n2)c(C)n1
18) CCOc1ccccc1N(CC(=O)NC1CCCCC1)C(=O)CNC(=O)c1ccco1
19) COC(=O)c1cc2sc(Cl)cc2n1CC(=O)NCC1CCCO1 (stereo unspecified)
20) C=CCSc1nnc(NC(=O)c2nc(SCC)ncc2Cl)s1
21) Nc1nc(SCC(=O)NC2CCCCCC2)[nH]c(=O)c1-c1ccccc1
22) CCOC(=O)c1c(CN2CCCCC2)n(C)c2cc(Br)c(OC)cc12
23) O=C(CCNS(=O)(=O)c1ccc(Br)s1)Nc1ccc(Cl)cc1
24) CC1=C(C(=O)OC(C)C)C(c2ccccc2Cl)CC(=O)N1 (stereo unspecified)

Compound	17	18	19	20	21	22	23	24
mHtt clearance	42	-3	-20	-16	0	7	-25	9
mHtt clearance grain fraction	17	20	25	27	32	19	26	17

25) COc1ccc(OC)c(S(=O)(=O)N2Cc3ccccc3CC2C(=O)O)c1 (stereo unspecified)
26) CC(C)OC(=O)c1cccnc1SCc1cc(=O)n2ccccc2n1
27) O=C(CS(=O)(=O)Cc1ccccc1)Nc1nc2c(s1)CCCC2
28) Cc1nn(Cc2cccc(C(=O)NC3CCCCC3)c2)c(C)c1Cl
29) O=C1S/C(=C\c2ccc(N3CCOCC3)o2)C(=O)N1Cc1ccc(F)cc1
30) COc1ccccc1C(=O)N1CCCN(C(=O)c2ccccc2OC)CC1
31) NC(=O)c1ccccc1NC(=O)CCCN1C(=O)CCC1=O
32) Cc1cc(Nc2ccccc2)n(-c2ccccc2)n1

Compound	25	26	27	28	29	30	31	32
mHtt clearance	61	-29	20	-22	-4	33	-52	-53
mHtt clearance grain fraction	6.9	55	16	47	30	11	29	28

33) CCN(CC)C(=O)Cn1c(=O)n(Cc2ccccc2Cl)c2c1c(=O)n(C)c(=O)n2C
34) O=C(CN1C(=O)c2ccccc2S1(=O)=O)N1CCN(Cc2ccc3c(c2)OCO3)CC1
35) CCn1c(SCC(=O)NC(C)(C)C)nc(O)cc1=O
36) c1ccc2c(c1)CCCN2Cc1nnnn1C1CCCC1
37) COc1ccc(OC)c(NC(=O)[C@H]2CC=CC[C@H]2C(=O)O)c1
38) COC(=O)c1cc2c(s1)-c1ccccc1CC2
39) OC1C2CN3CCN(C2)CC1(Cc1ccccc1)C3 (stereo unspecified)
40) O=C(Nc1ccc(N2CCN(C(=O)c3ccccc3)CC2)cc1)c1cc2ccccc2o1

Compound	33	34	35	36	37	38	39	40
mHtt clearance	-12	32	-52	-46	-2	-35	17	-20
mHtt clearance grain fraction	24	25	46	54	37	52	15	20

41) O=C(c1ccc(CNS(=O)(=O)c2cccc(C(F)(F)F)c2)cc1)N1CCOCC1
42) CCCOC(=O)C1=C(C)NC2=C(C(=O)CCC2)C1c1cccs1 (stereo unspecified)
43) O=C(CCS(=O)(=O)c1cc(Br)cc2c1N(C(=O)C1CC1)CC2)NCC1CCCO1 (stereo unspecified)
44) CCNc1nc(N)nc(Oc2ccc(OCC)nn2)n1
45) c1ccc(-n2ncc3c(NCC4CCCO4)ncnc32)cc1 (stereo unspecified)
46) COc1ccc(NC(=O)CCOc2ccccc2)cc1
47) CCOC(=O)Nc1sc(C)nc1-c1ccccc1
48) Cc1ccc(-c2n[nH]c(=O)c3ccccc23)cc1S(=O)(=O)NCCN1CCOCC1

Compound	41	42	43	44	45	46	47	48
mHtt clearance	19	27	14	6	26	7	-37	-48
mHtt clearance grain fraction	14	26	18	20	26	37	50	52

49) COc1ccccc1NC(=O)Nc1ccc2c(c1)OCCO2
50) Cc1ccc(Cl)c2c1NC(=O)C2(O)CC(=O)c1ccc(F)cc1 (stereo unspecified)
51) COc1cc(OC)c(C(=O)NC2CC(C)(C)NC(C)(C)C2)cc1OC
52) O=C(CSc1nnc(-c2csc3c2CCCC3)o1)Nc1ccccc1
53) CCn1c2ccccc2c2cc(NC(=O)Cc3ccc(S(=O)(=O)N4CCOCC4)s3)ccc21
54) O=C(O)c1cc2n(n1)C(C(F)(F)F)CC(c1ccccc1)N2 (stereo unspecified)
55) CC1Cc2ccccc2N1C(=O)CSCC(=O)O (stereo unspecified)
56) CCNCC(=O)N1c2ccccc2CCc2ccc(NC(C)=O)cc21

Compound	49	50	51	52	53	54	55	56
mHtt clearance	-11	-28	15	18	0	-9	28	34
mHtt clearance grain fraction	19	48	15	38	18	38	26	13

# Arranged by number of heavy atoms (falling): 19 of the compounds above.
9) Cc1ccc(C(C(=O)NC2CCCCC2)N(Cc2ccco2)C(=O)Cn2cnc3ccccc32)cc1 (stereo unspecified)
53) CCn1c2ccccc2c2cc(NC(=O)Cc3ccc(S(=O)(=O)N4CCOCC4)s3)ccc21
40) O=C(Nc1ccc(N2CCN(C(=O)c3ccccc3)CC2)cc1)c1cc2ccccc2o1
18) CCOc1ccccc1N(CC(=O)NC1CCCCC1)C(=O)CNC(=O)c1ccco1
33) CCN(CC)C(=O)Cn1c(=O)n(Cc2ccccc2Cl)c2c1c(=O)n(C)c(=O)n2C
6) O=C(Nc1cccc(Cl)c1)c1ccc(NCCCN2CCOCC2)c([N+](=O)[O-])c1
14) COC(=O)c1ccc(OC(=O)C2CC(=O)N(c3ccc(C)cc3C)C2)cc1 (stereo unspecified)
21) Nc1nc(SCC(=O)NC2CCCCCC2)[nH]c(=O)c1-c1ccccc1
56) CCNCC(=O)N1c2ccccc2CCc2ccc(NC(C)=O)cc21
17) CCn1cc(-c2cc(C(F)(F)F)n3nc(C(=O)O)cc3n2)c(C)n1

Compound	9	53	40	18	33	6	14	21	56	17
mHtt clearance	4	0	-20	-3	-12	-31	29	0	34	42
mHtt clearance grain fraction	19	18	20	20	24	40	14	32	13	17

15) CCOC(=O)c1cccnc1SC(CC)C(=O)N1CCOCC1 (stereo unspecified)
31) NC(=O)c1ccccc1NC(=O)CCCN1C(=O)CCC1=O
24) CC1=C(C(=O)OC(C)C)C(c2ccccc2Cl)CC(=O)N1 (stereo unspecified)
44) CCNc1nc(N)nc(Oc2ccc(OCC)nn2)n1
32) Cc1cc(Nc2ccccc2)n(-c2ccccc2)n1
55) CC1Cc2ccccc2N1C(=O)CSCC(=O)O (stereo unspecified)
12) CCOc1ccccc1C(=O)Nc1nccs1
13) CCOc1cc(C(=O)O)cc(Cl)c1OC
10) Cc1cnnc2c1-c1nonc1CC2

Compound	15	31	24	44	32	55	12	13	10
mHtt clearance	-8	-52	9	6	-53	28	9	-50	20
mHtt clearance grain fraction	40	29	17	20	28	26	20	27	16

# (more compounds)
57) Clc1cccc(CSC2=NCCCN2)c1
58) CC(C)CC[n+]1ccn(C2=C([O-])c3ccccc3C(=O)/C2=N\S(=O)(=O)c2ccccc2)c1
59) CCOc1ccccc1-n1c(SCC(=O)NCc2ccco2)nnc1-c1ccncc1
60) N#CC1=C(N)Oc2n[nH]c(-c3cccs3)c2C1C1CCCCC1 (stereo unspecified)
61) COc1ccc(S(=O)(=O)N(C)CC(=O)N2CCOCC2)cc1Cl
62) O=C(COc1ccc(Cl)cc1)NCc1nnc(SCC(=O)Nc2ccc3c(c2)OCCO3)o1
63) Cc1cccc2cc(CN(CCN3CCOCC3)C(=O)NCc3ccccc3)c(=O)[nH]c12
64) O=C(/C=C/c1ccc2c(c1)OCO2)N1CCOCC1

Compound	57	58	59	60	61	62	63	64
mHtt clearance	-153	-12	34	-41	22	41	-53	-11
mHtt clearance grain fraction	51	43	31	28	15	11	62	37

65) O=C(c1ccc2nccnc2c1)N1CCN(Cc2ccc3c(c2)OCO3)CC1
66) Cc1csc2ncc(C(=O)N3CCCc4ccccc43)c(=O)n12
67) CC(C)(C)NC(=O)Cn1nnc(-c2cccs2)n1
68) O=C(CCN1C(=O)c2ccccc2C1=O)N1CCN(Cc2ccccc2)CC1
69) COc1ccccc1OCC(=O)c1[nH]c(C)c(C(C)=O)c1C
70) CCOC(=O)c1ccc(NC(=O)CSc2nnc(-c3cccs3)n2C)cc1
71) CC(C)CCCC(C)NS(=O)(=O)Cc1ccccc1 (stereo unspecified)
72) C=C(C)c1cccc(C(C)(C)NC(=O)NCC2CCCO2)c1 (stereo unspecified)

Compound	65	66	67	68	69	70	71	72
mHtt clearance	3	-143	-68	43	27	-7	7	16
mHtt clearance grain fraction	35	90	32	10	15	20	22	33

73) COC(=O)c1sccc1NC(=O)c1csc(C)c1
74) Nc1c(C(=O)c2ccccc2)sc(Nc2ccccc2)c1S(=O)(=O)c1ccccc1
75) CCN(CC)C(=O)CSc1nnc(-c2ccco2)n1N
76) COc1ccc(CNC(=O)COC(=O)c2n[nH]c3ccccc23)cc1
77) NC(=O)C1CCN(C(=O)CSc2nc3c(c(-c4ccccc4)n2)CCCC3)CC1
78) CN(Cc1cccs1)S(=O)(=O)c1cccs1
79) Cc1ccccc1Nc1nn2c(=O)c3ccccc3nc2s1
80) COC(=O)C1=CN(Cc2cccs2)C=C(C(=O)OC)C1c1cccc(OC)c1OC

Compound	73	74	75	76	77	78	79	80
mHtt clearance	2	-50	2	3	-70	-24	23	16
mHtt clearance grain fraction	19	27	35	20	30	45	29	34

81) C=CCn1c(SCC(=O)NCC(=O)OCC)nnc1-c1ccccn1
82) CCOC(=O)N1CCN(c2c(Nc3cc(C)[nH]n3)c(=O)c2=O)CC1
83) Cc1cc(C)n(-c2ccc(C(=O)OCC(=O)NCc3ccco3)cc2)n1
84) Cc1ccc(C(=O)Nc2nnc(-c3ccc(C(C)(C)C)cc3)s2)cc1
85) CCOC(=O)c1cccc(NC(=O)Cn2cnc3c2c(=O)n(C)c(=O)n3C)c1
86) Cc1cccc(OCCSc2ncnc3nc[nH]c23)c1
87) Cc1nc(N2CCN(S(=O)(=O)c3ccccc3)CC2)c2c3c(sc2n1)CC(C)CC3 (stereo unspecified)
88) O=C(Nc1ccc2c(c1)OCO2)c1ccc(Br)s1

Compound	81	82	83	84	85	86	87	88
mHtt clearance	12	-13	-27	34	67	20	4	-5
mHtt clearance grain fraction	32	55	23	27	5.6	32	28	22

89) O=C1C2CC=CCC2C(=O)N1CNc1ccccc1 (stereo unspecified)
90) COC(=O)CC1=C(C)C(=O)CC2C(C)(C)CCCC12C (stereo unspecified)
91) CCOc1ccc(OCC)c(NC(=O)CN(C)S(=O)(=O)c2cccc3nsnc23)c1
92) COc1cccc(C2C(C(=O)c3cc4ccccc4o3)=C(O)C(=O)N2c2cc(C)on2)c1OC (stereo unspecified)
93) CC(C)CC(NS(=O)(=O)c1ccc2c(c1)oc(=O)n2C)C(=O)NCc1cccnc1 (stereo unspecified)
94) CCOC(=O)c1[nH]c2ccc(C)cc2c1N=CN(CC)CC
95) C=CCNC(=S)NNC(=O)c1cccn(Cc2cccc(Cl)c2)c1=O
96) CC(C)CSc1nnc2[nH]c(=O)cc(N)n12
97) CCCn1c(=N)c(C(=O)NCc2ccc3c(c2)OCO3)cc2c(=O)n3cccc(C)c3nc21

Compound	89	90	91	92	93	94	95	96	97
mHtt clearance	-30	17	1	1	10	?	-12	8	9
mHtt clearance grain fraction	24	29	42	37	33	.	24	19	18

# Screening results from PubChem.
